INS-1E GSIS act = primary screen for activators of insulin secretion dependent on glucose, INS-1E cells, GLuc reporter luminescence | INS-1E GLuc reporter insulin secretion, 2-3 h | activation, % at 16.6 µM | hit rate 0.61% among 370,000;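 active = lowest replicate activation of at least 40%, so every replicate reaches that level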;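 also: 0% = median of neutral control wells and 100% = median of IBMX positive control wells; some compounds called inactive have numbers as strong as hits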
Statin myotox sup = protects C2C12 myotubes from simvastatin toxicity; ATP luminescence, 48 h; scaled: DMSO 0, geranylgeraniol control 100; rescue of ATP level, % at 7.49 µM; hit rate 0.78% among 330,000; AID 602340;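 active = mean ATP rescue above about 67%, or every replicate alone reaching that limit, limit read from the data, passing the limit was not always enough; inconclusive = no clear call, values can overlap the other calls; inactive = mean under the limit and some replicate under it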;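 also: myotubes were challenged with 10 µM simvastatin during compound exposure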
F508del corr = correctors of CFTR F508del function in bronchial epithelial cells | hit rate 0.36% among 350,000 | activity (quench increase), % at 7.58 µM | CFBE cells, YFP halide quenching; stimulated with forskolin plus potentiator P3; % fluorescence drop versus neutral controls;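 active = mean added fluorescence quench of at least 8% versus neutral control, with both replicates also reaching 8%; inconclusive = only one of the mean or replicate conditions met; inactive = mean below 8% and not both replicates reaching 8%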;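 also: cells transiently co-express mutant CFTR-F508del with the halide-sensitive YFP; corrector assay measuring rescue of mutant channel to the surface after 24 h compound exposure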
PGC1a acetyl inh = PGC1a acetylation modulation, inhibitor mode; inhibition, % at 15.6 µM; U2OS PGC1a acetylation, AlphaScreen anti-acetyl-lysine; with virally co-expressed GCN5 acetyltransferase; AID 651687; hit rate 0.17% among 350,000;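 active = every replicate shows inhibition of at least 40%; inconclusive = mean inhibition at least 40% but some replicate below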;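 also: 0% = neutral control wells and 100% = positive control wells; some results beyond the cut were filed as inactive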
Cneo AK release = causes C. neoformans cell lysis; adenylate kinase release luminescence, 4 h; normalised: neutral wells 0, clomiphene wells 100; lysis activity, % at 15 µM; hit rate 0.2% among 360,000;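 active = mean lysis activity across replicates of at least 80%, whatever share of replicates individually reach that level; inactive = mean lysis activity below 80%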
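Material – log-phase Cryptococcus neoformans yeast cells · Input – 5 × 10^6 yeast cells/mL · Medium – fresh YPD growth medium · Doses – single compound concentration per well · Timing – static 4 h at 37 °C with compound, 1 h detection · Detection – adenylate kinase release luminescence · Read-out – signal increase indicating cell lysis · Control set – Clomiphene as positive lysis control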
FN deposition inh = fibronectin deposition inhibition | hit rate 0.086% among 350,000 | inhibition, % at 12.6 µM | AH1F fibroblasts, Alexa488-fibronectin deposition fluorescence, overnight;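 active = mean inhibition across replicates of 30% or more, regardless of how many single replicates reach that level; inconclusive = mean under 30% yet at least half of replicates reach 30%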;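 also: positive control wells lacked labelled fibronectin entirely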
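Material: AH1F fibroblast monolayer depositing Alexa488-labelled fibronectin into matrix / Amount: 10000 AH1F cells per well / Signal: fluorescence 485/525 nm / Medium: DMEM, 2% serum / Compound: single dose, pinned / Incubation: 1 h cell adhesion before compound, then overnight fibronectin incubation / Reagent: Alexa488-FN, 24 nM final / Read-out: inhibition of fibronectin deposition signal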
PglD DTNB = inhibitors of Campylobacter jejuni PglD acetyltransferase; purified PglD enzyme, DTNB colorimetric CoA detection; inhibition, % at 12.5 µM; hit rate 0.098% among 360,000; in the data active = inhibition above about 16%, passing the limit was not always enough; inconclusive = no clear call, values can overlap the other calls; also: strong numbers were not always called active
miR-122 sensor = miR-122 inhibition in Huh7 cells | Huh7 miR-122 Renilla luciferase sensor, 48 h; neutral wells = 0, positive control = 100 | activation (reporter increase), % at 12.5 µM | hit rate 0.3% among 340,000;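 active = mean replicate activation score at least 90 and every replicate individually at or above 90; inconclusive = only one of the two criteria met; inactive = neither criterion met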;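 also: higher luciferase means less miR-122 activity so hits act as miR-122 inhibitors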
* = called active by the depositor; ? = inconclusive; nt = not tested or not shown; [ ] = remark or other dose.

SMILES	INS-1E GSIS act	Statin myotox sup	F508del corr	PGC1a acetyl inh	Cneo AK release	FN deposition inh	PglD DTNB	miR-122 sensor
O=[N+]([O-])c1ccc(Cl)c(S(=O)(=O)Nc2ccc(-c3ccc(N4CCOCC4)nn3)cc2)c1	-2	-12	-1.7	nt	0	4	-2	8
O=C(O)C1Nc2c(C(F)(F)F)ccc(Cl)c2C2C=CCC12 (stereo unspecified)	-18	-13	1.7	nt	-1	nt	nt	nt
O=C(Nc1ccc(F)cc1F)c1ccc2c(=O)n3c(nc2c1)CCC3	20	-8	2.4	13	-7	3	-2	0
O=C1C2CCCN2C(c2ccc(F)c(F)c2)N1c1cccc(Cl)c1 (stereo unspecified)	1	-7	-1.5	nt	-2	2	-2	-1
Cc1ccc(S(=O)(=O)N2C[C@H]3[C@H]4C(=O)N(c5ccccc5)C(=O)[C@H]4C[C@H](OC(=O)NC4CCCC4)[C@@]3(O)C2)cc1	-7	-2	1.5	11	-4	3	-5	-3
Cc1c(C(N)=O)c(-c2ccccc2)nn1-c1ccccc1	-6	8	nt	nt	nt	1	nt	-11
CCOC(=O)C1(CC)NC(c2ccc(OC)cc2OC)C2C(=O)N(C)C(=O)C21 (stereo unspecified)	20	-4	-1.8	4	-3	-1	3	1
COc1cc(C2=Nc3ccc(Br)cc3C(c3ccccc3)N2CC(=O)NN)cc(OC)c1OC (stereo unspecified)	1	nt	0.2	5	-2	-6	-2	1
CC(C)C#Cc1ccc2c(c1)O[C@H](CN(C)C(=O)c1cnccn1)[C@H](C)CN([C@@H](C)CO)S2(=O)=O	5	-13	-1.3	3	10	0	3	-15[16.7 µM]
COc1ccc(C2c3ccc4ccccc4c3Oc3ncn(CCCN(C)C)c(=N)c32)cc1 (stereo unspecified)	0	-42	0.1	-23	2	1	-2	-16
CO[C@@H]1CN(C)C(=O)c2cc(NC(=O)C3CCCCC3)ccc2OC[C@@H](C)N(Cc2nccs2)C[C@H]1C	-20	5	-1.9	9	52	-2	0	nt
Cc1cc(C)c2sc(N(CCN(C)C)C(=O)CCS(=O)(=O)c3ccccc3)nc2c1	10	-4	1.2	3	0	-5	7	-7
C[C@@H]1CN([C@@H](C)CO)C(=O)c2cc(NC(=O)Cn3cnnn3)ccc2O[C@@H]1CN(C)C(=O)Nc1ccc2c(c1)OCO2	7	-27	-1.3	-2	1	10	8	1[16.7 µM]
Cc1ccc2oc(-c3ccccc3)c(C(=O)O)c(=O)c2c1	nt	9	nt	-2	-6	1	-2	-5
Cc1cccc(N2C(=O)CS/C2=N\NC(=O)c2ccc(Br)cc2)c1C	9	14	nt	4	0	-1	-1	-3
CC(C)Oc1ccccc1C1CC(=O)Nc2cc3c(cc21)OCCO3 (stereo unspecified)	nt	-28	nt	-30	1	-4	1	24
O=C1c2ccccc2C(c2nc3ccccc3[nH]2)N1c1ccccn1 (stereo unspecified)	-3	0	-0.2	-7	0	-1	1	-3
COc1ccc(CCNC(=O)c2ccc(CNS(=O)(=O)c3cccc(Cl)c3)cc2)cc1OC	-10	nt	nt	1	3	-2	-9	0
CC(=O)N(C)C[C@H]1Oc2cc(-c3cccnc3)ccc2S(=O)(=O)N([C@@H](C)CO)C[C@@H]1C	11	-13	nt	12	2	4	-2	0[16.7 µM]
C[C@@H]1CN([C@H](C)CO)C(=O)c2cccc(NC(=O)c3ccncc3)c2O[C@@H]1CN(C)Cc1ccc(C(=O)Nc2ccccc2N)cc1	11	nt	-0.1	-11	3	nt	-2	26[16.7 µM]
Cc1cc(C)nc(SCC(=O)NC(=O)c2ccccc2O)n1	19	0	0.7	1	-1	-3	3	8
Clc1cccc(Cl)c1/C=N/Nc1c(Cl)cncc1Cl	7	nt	-33	-7	nt	1	nt	nt
CC(C(=O)Nc1ccc(N2CCOCC2)cc1)N1C(=O)NC(C)(C)C1=O (stereo unspecified)	0	1	0.0	-1	2	6	-2	nt
CCC(C)Sc1nnc(CSc2nc(C)cc(C)n2)n1C (stereo unspecified)	5	nt	2.4	9	nt	-3	nt	nt
CCOC(=O)c1sc(SC)c2c1CCC/C2=N/OC	nt	0	-1.0	0	2	-1	-1	nt
CCOc1cc(CNCCCN2CCOCC2)cc(Br)c1OCc1ccccc1Cl	0	-6	-5.6	nt	6	23	0	-26
CC(CNC(=O)C(C)(C)C)NC(=O)C(C)(C)C (stereo unspecified)	16	5	nt	9	-3	1	9	12
CC(C)CC#Cc1ccc2c(c1)O[C@@H](CN(C)C)[C@@H](C)CN([C@@H](C)CO)S2(=O)=O	-2	-7	-3.1	-28	-3	8	3	-9[16.7 µM]
CC1(C)Cc2nc(-c3ccccc3)n3cnnc3c2CO1	nt	-6	nt	-3	-2	nt	6	-5
COCCN(CCOC)S(=O)(=O)c1ccc(C(=O)Nc2nc(-c3ccncc3)cs2)cc1	nt	-16	nt	-6	-1	nt	3	7

Sorted by SMILES length (low to high): some entries from above.
SMILES	INS-1E GSIS act	Statin myotox sup	F508del corr	PGC1a acetyl inh	Cneo AK release	FN deposition inh	PglD DTNB	miR-122 sensor
CCC(C)Sc1nnc(CSc2nc(C)cc(C)n2)n1C (stereo unspecified)	5	nt	2.4	9	nt	-3	nt	nt
O=C1c2ccccc2C(c2nc3ccccc3[nH]2)N1c1ccccn1 (stereo unspecified)	-3	0	-0.2	-7	0	-1	1	-3
COCCN(CCOC)S(=O)(=O)c1ccc(C(=O)Nc2nc(-c3ccncc3)cs2)cc1	nt	-16	nt	-6	-1	nt	3	7
C[C@@H]1CN([C@H](C)CO)C(=O)c2cccc(NC(=O)c3ccncc3)c2O[C@@H]1CN(C)Cc1ccc(C(=O)Nc2ccccc2N)cc1	11	nt	-0.1	-11	3	nt	-2	26[16.7 µM]

(list continues)
SMILES	INS-1E GSIS act	Statin myotox sup	F508del corr	PGC1a acetyl inh	Cneo AK release	FN deposition inh	PglD DTNB	miR-122 sensor
N#Cc1ccc(C(=O)NNC(=O)c2cccc(S(=O)(=O)N3CCOCC3)c2)cc1	-8	-1	1.0	nt	-1	3	2	nt
CC(C)C#Cc1ccc([C@H]2[C@@H](C#N)N(C(=O)CN(C)C)[C@@H]2CO)cc1	-3	-28	4.5	10	0	0	1	nt
CC(=O)c1ccc(Nc2nc(C(N)Cc3ccc(N)cc3)cs2)cc1 (stereo unspecified)	-12	2	-0.2	1	3	-1	-6	10
COCCCNc1nc(N)c([N+](=O)[O-])c(NCc2ccccc2)n1	10	6	5.0	5	0	9	-5	-1
CCn1c(CSc2nc3ccccc3s2)nnc1SCC(=O)OC(C)(C)C	-3	9	nt	3	4	7	-6	2
N#CC1(C#N)C(C(N)=O)C1c1ccccc1 (stereo unspecified)	11	nt	nt	3	-2	0	6	-13
CCCCCOC(=O)C(C)Sc1n[nH]c(=O)[nH]c1=O (stereo unspecified)	-15	0	1.6	4	nt	-18	nt	-21
O=C(Nc1c(-c2ccccc2)[nH][nH]c1=O)c1cccc(C(F)(F)F)c1	-6	2	-0.8	8	6	6	3	-1
Cc1ccc(S(=O)(=O)N(C)C)cc1-n1c(SCC(=O)Nc2ccc(F)cc2Cl)nc2ccccc2c1=O	-32	nt	nt	nt	-1	16	-4	-2
O=C1N(Cc2cccnc2)C[C@@H]2C[C@@H](c3ccc(-c4ccccc4)cc3)N3CCC[C@@]123	-25	-3	nt	-11	10	nt	-3	3
CCOc1cc2c(C#N)c(N3CCNCC3)nc(N)c2c(N)n1	nt	nt	nt	-2	2	-6	-4	-4
O=C(NC(=S)Nc1ccccc1N1CCOCC1)c1ccc(-c2cccc(Cl)c2)o1	-36	nt	nt	nt	2	nt	-3	2
COc1ccccc1-c1nnc(SCC(=O)NC2CCS(=O)(=O)C2)n1N (stereo unspecified)	44	7	1.0	3	4	0	1	1
OC(COc1cccc2ccccc12)CN1CCN(c2ccccn2)CC1 (stereo unspecified)	nt	6	nt	-12	-3	-22	7	5
CN(CCc1ccccc1)C(=O)c1ccc(NC(=O)Cc2ccc(NC(=O)C3CCN(C(=O)C4CCCCC4)CC3)cc2)cc1	-10	-32	-2.4	?	0	0	-1	-7
CC(=O)Nc1ccc2c(c1)C(=O)N(C)[C@@H]1CC[C@H](CC(=O)NCc3ccc(Cl)cc3)O[C@H]1CO2	0	-18	-0.5	-1	-2	-7	-97	45[16.7 µM]
Cc1cccc(NS(=O)(=O)c2cccc(C(=O)NCc3ccccc3CN3CCOCC3)c2)c1	-29	8	0.9	-1	nt	-7	nt	nt
O=C(O)CN1C(=O)C=CC1=O	31	16	-1.0	nt	0	8	-6	4
CC1CCN(C(=O)Cn2nnc(-c3cccs3)n2)CC1	3	9	-0.8	nt	1	3	-6	-4
CN(C)Cc1cn(CC[C@H]2CC[C@@H](NS(=O)(=O)c3ccccc3)[C@@H](CO)O2)nn1	2	1	1.0	-9	2	nt	61	nt
CCN(C[C@H]1N[C@H](CO)[C@H]1c1ccccc1)C(=O)c1ccncc1	2	-3	1.6	6	5	-4	3	0[16.7 µM]
Cc1cccc(N2CCN(C(=O)c3ccc4c(c3)OCCO4)CC2C)c1 (stereo unspecified)	6	7	2.5	1	1	6	-6	-2
CC(C)COc1cc(=O)[nH]c(SCC(C)C)n1	nt	148*	nt	10	1	7	-1	-3
N#CCCN(Cc1cccnc1)C(=O)c1sc2cc(F)ccc2c1Cl	20	10	3.4	6	2	nt	2	-4
CCN1/C(=C/C(=S)Nc2ccccc2)Sc2ccccc21	-14	-47	1.4	nt	nt	4	nt	nt
CC(C)Cc1nnc(NC(=O)c2cc([N+](=O)[O-])ccc2N2CCOCC2)s1	23	nt	-1.9	7	0	nt	-4	nt
CC(C)NC(=O)N(C)C[C@@H]1Oc2cc(C#CCN(C)C)ccc2S(=O)(=O)N([C@H](C)CO)C[C@@H]1C	5	2	2.7	2	5	7	1	13[16.7 µM]
CC[C@]12c3[nH]c4ccccc4c3CCN1C(=O)C(CC(=O)NCCC1=CCCCC1)C[C@@H]2C(=O)N1CCN(C(=O)C2CC2)CC1 (stereo partly specified)	nt	-11	4.6	8	1	4	5	-2
COc1ccc(CC(=O)Nc2cc(S(=O)(=O)N3CCOCC3)ccc2N2CCCC2)cc1	nt	15	2.0	-4	0	2	-4	-9
Cc1ccc(-c2ccc(=O)n(CC(=O)N3CCN(c4cccc(C)c4)C(C)C3)n2)cc1 (stereo unspecified)	-18	11	-4.2	12	4	nt	-2	-6
Cc1ccccc1-c1noc(-c2ccccc2C(=O)O)n1	-1	-12	-5.2	7	0	-3	-3	2
Cc1ccc(-c2cc(-c3ccccc3[N+](=O)[O-])[nH]n2)c(O)c1	-27	12	3.0	-10	-2	nt	1	34
C[C@H](NC(=O)c1ccc(C(C)(C)C)cc1)C(=O)N1CCOCC1	6	3	0.4	15	0	-2	0	-7
COC(=O)Cn1c(=NC(=O)C(C)(C)C)sc2c(C)cc(C)cc21	nt	2	-3.5	nt	2	-9	-1	-1
Cc1ccc(OCc2nnc(SCC(=O)c3cccc([N+](=O)[O-])c3)n2C)cc1	12	-11	nt	-2	1	-3	-3	-7
C[C@@H]1CN([C@H](C)CO)C(=O)c2cc(NC(=O)Nc3ccc(C(F)(F)F)cc3)ccc2O[C@@H]1CN(C)C(=O)Nc1ccc(C(F)(F)F)cc1	5	-57	0.0	10	46	nt	9	30[16.7 µM]
